USP2a inh: USP2a (human) protease inhibition. Potency, µM (series often up to 38.3 µM), inactives show top-dose activity change, negative = inhibition, hits mostly inhibitors. 330,000 tested, 0.01% active. USP2 core, Ub-CHOP2 coupled fluorogenic reporter, 485/531. O75604;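 also: potency is read from the fitted curve at half-maximal effect; plate controls were DMSO wells for no effect and full inhibition by NEM control for full effect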
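Deubiquitinase activity read as fluorescence (485/531 nm) after Ub-CHOP2 cleavage activates the enterokinase reporter on its substrate; USP2 core 10nM, Ub-CHOP2 and substrate 25nM each, 30min compound preincubation then 60min RT; data normalized to NEM, curves fitted.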
Menin MLL FP TR: inhibitors of human menin-MLL interaction, mutant MLL peptide; O00255; Menin + Texas Red MLL mutant peptide, fluorescence polarization; Potency, µM (doses to about 61.6 µM), inactives show at the highest dose FP activity change, negative = inhibition, hits mostly inhibitors; 270,000 tested, 0.23% active; active = well fitted inhibition curve with a large enough effect in the polarisation, with a control signal flat, not every such curve was filed as active; inconclusive = small, poorly fitted or top-dose-only effect, or effect the other way, or a change in a side signal; inactive = no such curve, though single readings can be large or run the other way; the % refers to the polarisation; also: potency is read from the fitted curve at half-maximal effect; % of control where 0% means no effect; many of its hits are not listed in these tables
KCNH2 WT inh: KCNH2 (human, wildtype) channel inhibition; Q12809; 340,000 tested, 0.37% active; U2OS, BacMam KCNH2, thallium flux FluxOr; stronger effect = lower value; activity change, % at 1.84 µM;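 active = maximum activity change below -70%; inconclusive = maximum activity change between -70% and -50%; inactive = maximum activity change above -50%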; also: % is scaled to controls: 0 for no effect and ±100 for the full control effect
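U2OS cells transduced with wild-type KCNH2 virus are loaded with FluxOr dye for 45 min, and thallium flux is measured in kinetic reads before and after stimulation buffer. Rate constants are normalized to DMSO controls.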
GALK inh: inhibitors of human galactokinase; Purified GALK, Kinase-Glo residual ATP luminescence; Potency, µM (titrated, usually from 57.5 µM), for inactives: at the top dose activity change, negative = inhibition, usual class: inhibitors; 270,000 tested, 0.007% active; also: potency is read from the fitted curve at half-maximal effect; % is scaled to controls: 0 for no effect and ±100 for the full control effect
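The enzyme phosphorylates galactose (100 uM) using ATP (35 uM); inhibition is detected as higher residual ATP, quantified by bioluminescence after 1 h reaction at room temperature, pH 8.0.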
Eya2 phos inh: Eya2 (human) phosphatase inhibition; AID 488837; 330,000 tested, 0.006% active; O00167; Potency, µM (series often up to 76.9 µM), for inactives: top-dose activity, negative = inhibition, hits mostly inhibitors; recombinant Eya2, OMFP fluorescence dephosphorylation (OMFP is methylfluorescein phosphate); also: potency is read from the fitted curve at half-maximal effect; % is scaled to controls: 0 for no effect and ±100 for the full control effect
Target sequence (O00167 whole entry, looked up): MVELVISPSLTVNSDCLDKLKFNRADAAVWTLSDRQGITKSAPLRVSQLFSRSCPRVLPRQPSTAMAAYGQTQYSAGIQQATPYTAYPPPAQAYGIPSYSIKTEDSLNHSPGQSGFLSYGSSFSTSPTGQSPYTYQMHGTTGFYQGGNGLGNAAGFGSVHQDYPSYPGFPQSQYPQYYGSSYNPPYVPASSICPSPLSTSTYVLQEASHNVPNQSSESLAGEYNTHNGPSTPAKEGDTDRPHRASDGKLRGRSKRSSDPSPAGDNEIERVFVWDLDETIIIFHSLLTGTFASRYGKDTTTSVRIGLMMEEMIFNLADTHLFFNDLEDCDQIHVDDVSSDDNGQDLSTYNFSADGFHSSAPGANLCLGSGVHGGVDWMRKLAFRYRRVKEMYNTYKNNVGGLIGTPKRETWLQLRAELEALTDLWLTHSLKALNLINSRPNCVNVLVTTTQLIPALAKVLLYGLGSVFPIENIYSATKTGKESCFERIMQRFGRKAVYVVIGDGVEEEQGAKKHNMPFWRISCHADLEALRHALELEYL
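Eya2 protein (added as 0.2 uM solution) was preincubated with compound for 10 min at ambient temperature in 50 mM HEPES pH 7.5, 50 mM NaCl, 5 uM MgCl2, 0.05% BSA, 1 mM DTT. OMFP (added at 50 uM) then reacted 10 min; fluorescence read at 485/525 nm.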
BCR signal inh: inhibitors of chronic active B-cell receptor signaling. ABC-DLBCL IkBa-CBG/CBR reporter, luminescence ratio, 4 h. Potency, µM (highest dose often 46.1 µM), inactives show at the highest dose ratio change, negative = lower green/red ratio, actives largely listed as inhibitors. 340,000 tested, 0.05% active. AID 493014; active = well fitted inhibition curve with a large enough effect in the signal ratio, with a control signal flat, not every such curve was filed as active; inconclusive = small, poorly fitted or top-dose-only effect, or effect the other way, or a change in a side signal; the % refers to the signal ratio;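 also: potency is read from the fitted curve at half-maximal effect; plate controls were basal doxycycline-induced cells for no effect and cells given 10 µM MG132 for full effect; MG132 reads +100%, hits lower the ratio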
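Cell line TMD8 (human ABC DLBCL), stably expressing tet-inducible CBG68-IkBa fusion and CBR; IMDM/0.5% FBS; cpd up to 46 uM; dox induction, 4 h, 37C/5% CO2; dual luminescence; green/red ratio; MG132 control.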
TSHR antagonist: antagonists of human thyroid stimulating hormone receptor; activity change, negative = inhibition, % at 11.5 µM; TSHR-expressing cells, TSH-stimulated cAMP HTRF, 2 h; stronger effect = lower value; P16473; 330,000 tested, 0.2% active;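 active = activity change below a set negative limit, meaning inhibition stronger than a set level, cut at about -70% in these data; inconclusive = activity change between two set negative limits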; also: % is scaled to controls: 0 for no effect and ±100 for the full control effect
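Freshly harvested TSHR cells receive pin-tooled compound, then EC80 TSH at 4nM final. After 2 hours at 37 deg C, antibody in lysis buffer and cAMP-d2 are added; 30 minutes at ambient temperature precede the HTRF read.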
MBNL1 CUG block: MBNL1-poly(CUG) RNA binding inhibition. TR-FRET MBNL1-His/biotin-(CUG)12 binding, 665/545 ratio. 280,000 tested, 0.036% active. Potency, µM (doses to about 57.5 µM), for inactives: top-dose activity change, negative = inhibition, most hits filed as inhibitors. Q9NR56; active = well fitted inhibition curve with a large enough effect in the signal ratio, with a control signal flat, not every such curve was filed as active; inconclusive = small, poorly fitted or top-dose-only effect, or effect the other way, or a change in a side signal; inactive = no such curve, though single readings can be large or run the other way; the % refers to the signal ratio; also: potency is read from the fitted curve at half-maximal effect; % is scaled to controls: 0 for no effect and ±100 for the full control effect
Target sequence (Q9NR56 whole entry, looked up): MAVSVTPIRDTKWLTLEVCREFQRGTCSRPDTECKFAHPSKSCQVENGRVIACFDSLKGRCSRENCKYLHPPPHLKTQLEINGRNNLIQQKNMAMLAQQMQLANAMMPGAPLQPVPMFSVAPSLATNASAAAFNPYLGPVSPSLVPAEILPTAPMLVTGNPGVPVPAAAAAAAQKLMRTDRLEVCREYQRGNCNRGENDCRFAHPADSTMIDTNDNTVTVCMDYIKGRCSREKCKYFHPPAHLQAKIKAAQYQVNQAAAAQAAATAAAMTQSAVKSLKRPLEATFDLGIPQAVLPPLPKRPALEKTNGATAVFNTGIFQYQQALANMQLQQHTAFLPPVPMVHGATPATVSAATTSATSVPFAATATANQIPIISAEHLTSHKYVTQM
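Compounds (final 92 nM to 58 uM) are added to His-tagged MBNL1 and biotin-(CUG)12, then terbium anti-His antibody and streptavidin-XL665 (5 nM final). After 60 min at room temperature, the 665/545 nm ratio is read.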
PKM2 act: activators of human pyruvate kinase M2 | P14618 | purified PKM2, Kinase-Glo ATP luminescence, activation; response scale: 0% is enzyme alone, no compound | Potency, µM (doses to about 57.5 µM), for inactives: top-dose activation, usual class: activators | 260,000 tested, 0.34% active | AID 1631; also: potency is read from the fitted curve at half-maximal effect; % is scaled to controls: 0 for no effect and ±100 for the full control effect; nearly all actives have a fitted effect of over 55% in size
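ATP formation by purified human PK-M2, quantified via coupled luciferase luminescence after 1 h at room temperature with 0.1 mM ADP and 0.5 mM PEP final.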
Mito fusion yeast: inhibitors of mitochondrial division or activators of mitochondrial fusion | S. cerevisiae fusion-defective mutant growth rescue, CellTiterGlo 48 h | Potency, µM (series often up to 46.1 µM), without a hit: top-dose growth rescue (activation), usual class: activators | 320,000 tested, 0.23% active | AID 485298;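 also: potency is read from the fitted curve at half-maximal effect; % of control where 0% means no effect; nearly all actives have a fitted effect of over 45% in size; temperature-sensitive fusion mutants such as fzo1-1 at 37 °C on non-fermentable ethanol glycerol medium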
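Growth-rescue viability read-out: after 48 h at the non-permissive 37C in glycerol/ethanol YPEG, yeast mitochondrial fusion mutants are measured by CellTiterGlo luminescence; compounds (23 nl pinned per well) restoring growth score as division inhibitors or fusion activators.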
S-ASM inh: inhibitors of human secretory acid sphingomyelinase. P17405. placental ASM, HMU-PC fluorogenic substrate, 60 min. Potency, µM (titrated, usually from 57.5 µM), for inactives: at the top dose activity change, negative = inhibition, hits mostly inhibitors. 340,000 tested, 0.006% active; also: potency is read from the fitted curve at half-maximal effect
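Fluorescence read-out (Ex 386 nm, Em 447 nm) after stopping the reaction at pH 10. Enzyme: ASM from human placenta; substrate HMU-PC0, 9 uM final; 60 min, 37 °C. Compound preincubation 10 min, ambient temperature.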
Active calls of the source: *; u = inconclusive; x = not tested or not shown; [ ] = another dose, or the depositor's remark. Unless noted, calls follow the shape of the dose curve; as a rule, active = well fitted curve in the direction sought with a large enough effect; inconclusive = small, poorly fitted or top-dose-only effect, or another doubt; inactive = no such curve, though single readings can be large; an effect the other way counts as inactive or inconclusive. Only part of the results is shown (hit frequency here may not be typical).

SMILES	USP2a inh	Menin MLL FP TR	KCNH2 WT inh	GALK inh	Eya2 phos inh	BCR signal inh	TSHR antagonist	MBNL1 CUG block	PKM2 act	Mito fusion yeast	S-ASM inh
COc1cccc(NC(=O)c2cccc(S(=O)(=O)N3CCN(Cc4ccccc4)CC3)c2)c1	-5%	x	0	x	1%	-5%	-7	x	x	u	-5%
CCOC(=O)c1cc(CNC(=O)c2c(C)oc3c2CCCC3)c(C)o1	-3%	9%	-5	4%	-1%	u	7	-4%	9%	7%	-6%
c1ccc(Cc2nnc3sc(-c4ccncc4)nn23)cc1	-1%	1%	1	3%	-22%	5%	1	3%	-8%	5%	-2%
COCCn1c(=NC(=O)c2nc3ccccc3s2)sc2cc(S(C)(=O)=O)ccc21	6%	6%	-5	0%	1%	15%	-6	0%	2%	0%	48%[activator]
Cc1sc2ncn(CC(=O)NCCCC(=O)N3CCN(c4ccccc4F)CC3)c(=O)c2c1C	-3%	-10%	0	8%	6%	-9%	4	-3%	0%	-10%	-1%
Clc1ccsc1-c1ccc2ccccc2n1	-1%	x	0	1%	-25%	u	4	-1%	-6%	1%	-1%
CCCCn1nc(C(=O)NCC2COc3ccccc3O2)c2ccccc2c1=O (stereo unspecified)	1%	x	12	x	-9%	u	-7	x	x	u	-19%
N#C/C(=C\c1cccnc1)C(=O)Nc1ccc(S(N)(=O)=O)cc1	-3%	0%	10	-6%	-14%	3%	1	-7%	-1%	0%	-1%
CC(=O)Nc1cccc(C(=O)NNC(=O)c2n[nH]c(=O)c3ccccc23)c1	5%	x	2	x	8%	-6%	-3	x	x	-1%	-1%
Cc1cc(C(C)(C)C)ccc1OC(=O)C1=CC=CN2CCS(=O)(=O)N=C12	2%	x	-9	x	-31%	2%	11	x	x	-9%	15%
O=C(Nc1ccc(C(=O)OC2CCCCC2)cc1)c1ccncc1	-4%	8%	-5	0%	-2%	-4%	-33	2%	-1%	1%	-3%
Cc1cc(=O)oc2cc(NC(=O)C(C)N3C(=O)C4CCCCC4C3=O)ccc12 (stereo unspecified)	1%	x	4	x	-3%	3%	-15	x	x	5%	78%[activator]
CCCN1CC(=O)N2C(c3cccc(OC)c3OC)c3[nH]c4ccccc4c3C[C@H]2C1=O (stereo partly specified)	1%	-2%	2	-3%	9%	-4%	-5	-16%	x	-1%	-7%
CCN1C(=O)c2cccc3c(N)ccc1c23	1%	-5%	0	2%	18%	u	-18	u	-6%	5%	17%
COc1ccc(OC)c(NC(=O)NCCN2CCN(c3ccccc3)CC2)c1	1%	-24%	5	-1%	-4%	-8%	22	-6%	x	-6%	-1%
COc1ccc(CNC2CCN(Cc3ccccc3)CC2)cc1	2%	u	57	-4%	6%	u	52	-17%	0%	-6%	2%
COC(=O)c1ccc(C2C(Oc3ccccc3)C(=O)N2CCc2ccc(F)cc2)cc1 (stereo unspecified)	-1%	u	-4	4%	3%	-1%	5	-5%	-8%	1%	-2%
CCCCn1c(N)c(N(CC(C)C)C(=O)c2cc(-c3ccncc3)nc3ccccc23)c(=O)[nH]c1=O	-8%	x	4	x	-8%	7%	15	x	x	-4%	13%
O=C(Nc1cccc(NC(=O)c2ccc(-c3ccc(Br)cc3)o2)c1)c1ccco1	1%	u	-18	-4%	3%	u	-8	24%	25%	-1%	-28%
N/C(Cc1cccc2ccccc12)=N\OC(=O)c1ccc(Br)o1	2%	u	x	-1%	-3%	u	-18	-1%	0%	0%	x
CCOCCCNC(=O)CCCn1nc(C)n2c(cc3sccc32)c1=O	2%	-1%[11.7 µM]	-16	3%	-2%	2%	2	8%	-1%	1%	-9%
CC1(C)C(=O)Nc2ccccc2N1C(=O)COc1ncnc2c(Cl)cc(Cl)cc12	-1%	13%	-8	-1%	-18%	-2%	-5	-19%	3%	4%	-1%
COc1ccc(Cl)cc1NC(=O)COC(=O)C(CC(C)C)N1C(=O)C2CC=CCC2C1=O (stereo unspecified)	1%	1%	-5	0%	-3%	8%	-13	-10%	-19%	u	-10%
CCn1c(CC(=O)Nc2ccccc2)n[nH]c1=S	-3%	u	2	3%	4%	11%	16	-25%	-6%	-1%	3%
CCN1C(=O)C2(C(C#N)=C(N)Oc3cc(C)oc(=O)c32)c2ccccc21 (stereo unspecified)	-3%	-25%	-6	0%	-20%	-6%	0	-6%	1%	-4%	5%
CC1CCCCN1CCNC(=O)c1ccc2c(c1)N(Cc1ccccc1)C(=O)c1ccccc1S2(=O)=O (stereo unspecified)	-6%	x	10	4%	-4%	u	19	1%	x	-5%	0%
CC(/C=N/NC(=O)CSc1nc2ccccc2n1C)=C\c1ccco1	3%	-3%	-4	0%	-2%	-8%	7	18%	5µM*	-2%	-5%
CCOc1cc(N2CCOCC2)c(OCC)cc1NC(=O)CSc1ccccc1C(=O)O	-1%	x	-3	x	-19%	4%	-5	x	x	-5%	-3%
CCOC(=O)c1c(-c2ccc(C)cc2)csc1NC(=O)CCSc1nnc2ccccn12	2%	-2%	-1	0%	-11%	u	1	-7%	1%	-4%	150%[activator]
CNC(=O)CSc1nnc(-c2cccnc2)n1CCc1ccccc1	4%	9%	7	-1%	7%	17%	0	0%	0%	-4%	5%
C/C(=N/NC(=O)CN1CCN(Cc2ccccc2Cl)CC1)c1ccncc1	3%	-9%	0	0%	15%	-13%	-13	-12%	-4%	-2%	4%
CC1CCN(S(=O)(=O)c2cccc(C(N)=O)c2)CC1	3%	3%	-1	x	-2%	0%	5	-21%	-13%	4%	-1%
CCCCN(C)CCOc1ccccc1OCC	-2%	0%	-5	0%	10%	-4%	8	x	1%	-1%	3%
C=Cn1ccnc1P(=S)(c1ccc2c(c1)c1ccccc1n2CC)c1nccn1C=C	6%	-16%	-6	3%	-1%	-6%	17	-2%	-3%	-2%	-10%
O=C(Nc1ccc(C(=O)N2CCC(O)(c3ccc(Cl)c(C(F)(F)F)c3)CC2)cc1)c1ccc(Br)o1	3%	x	2	x	-18%	-5%	-4	x	x	4%	-12%
CC1Cc2nc(SCC(=O)N3CCCC3)n(C)c(=O)c2S1 (stereo unspecified)	1%	-9%	-3	1%	-4%	12%	-1	8%	-1%	-1%	-1%
Nc1ncnc2nc(SCC(=O)Nc3ccccc3F)[nH]c12	-2%	-12%	-6	-1%	-16%	u	6	-6%	-1%	5%	-2%
Cc1oc(-c2ccccc2Cl)nc1CS(=O)CC(=O)NCCc1ccccc1 (stereo unspecified)	1%	x	0	-2%	-19%	0%	0	-6%	x	0%	1%
COC(=O)N/N=C/c1cccnc1	0%	9%	-3	1%	1%	0%	3	-10%	1%	-3%	-1%
COc1ccc(C(=O)N/N=C(\C)Cn2cnc([N+](=O)[O-])n2)cc1	1%	-11%	-12	x	0%	-8%	-1	0%[11.5 µM]	-3%	-20%	1%
S=c1nc2ccccc2c2nc(-c3ccccc3Br)[nH]n12	4%	u	-4	1%	29%	u	12	-5%	x	-29%	-1%
CC(C)(CO)CN1CCC(n2nccc2NC(=O)C2CCCC2)CC1	0%	-6%	10	4%	-1%	-1%	0	-4%	1%	-1%	2%
COc1cc2ncnc(NCc3ccco3)c2cc1OC	0%	-10%	-4	0%	0%	-6%	0	-5%	10%	0%	3%
CN1CCN(CC(=O)c2ccccc2F)CC1	-2%	x	-10	-2%	-19%	-1%	18	-7%	x	8%	2%
Cc1cc(C)cc(N(C(=O)CCC(=O)Nc2ccccn2)C(C(=O)NC(C)C)c2ccc(O)cc2)c1 (stereo unspecified)	1%	-14%	x	-1%	3%	5%	-6	-8%	10%	-9%	x
C=CCN(CC=C)C(=O)C1CC(=O)N(c2ccc(Br)cc2)C1 (stereo unspecified)	1%	-2%	-2	3%	14%	4%	10	-5%	-5%	-1%	3%
COC(=O)c1c(-c2snnc2C)n[nH]c1C	-1%	x	-2	4%	-10%	12%	4	-1%	-1%	4%	2%
O=C(NCCN1CCCCC1)Nc1ccccc1Cl	0%	5%	13	4%	7%	u	-11	-1%	-6%	0%	2%
CCOC(=O)C1CCN(C(=O)C2CCN(S(=O)(=O)c3cc(Cl)ccc3Cl)CC2)CC1	-1%	0%	-4	2%	-11%	-13%	-1	-5%	-14%	4%	0%

High-throughput results deposited in PubChem BioAssay by National Center for Advancing Translational Sciences (NCATS).
